# Source: PubChem BioAssay (several laboratories)
# Hep lipid drop = inhibitors of hepatocyte lipid droplet formation, primary screen, imaging, high-throughput imaging, BODIPY stain. AML12 mouse hepatocytes, oleate lipid droplets. inhibition, % at 6.5 µM. actives 0.4% (n = 240,000). AID 1656, 2009;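 active means lipid droplet intensity inhibited by at least 50%, with more than 500 cells counted; inconclusive means wells with under 300 cells, treated as cytotoxic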
#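 Assay system: AML12 mouse liver cells | Compound: 6.5 µM single-point dosing | Schedule: Overnight exposure | Technique: Fluorescence imaging, 20x objective, two fields per well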
# GPR35 arrestin U2OS = GPR35 antagonists blocking zaprinast-driven arrestin recruitment, primary screen, imaging, U2OS, beta-arrestin-GFP, zaprinast agonist (AID 2058); U2OS GPR35 beta-arrestin-GFP translocation imaging, zaprinast antagonism; higher % means a stronger effect; inhibition, % at 10 µM; hits with a dose series show IC50 in µM; actives 0.052% (n = 290,000);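 active means inhibition of at least 50% with at least 30 cells and total cytoplasm GFP at most 10,000,000; inconclusive means under 30 cells or total GFP of 10,000,000 plus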
# NTR1 agonist = agonists of NTR1, primary screen, imaging, U2OS cells, beta-arrestin-GFP, high content (AID 493036). activation, % at 20 µM. Neurotensin receptor type 1 (Homo sapiens), P30989. NTR1-U2OS beta-arrestin-GFP spot imaging, agonist mode. actives 0.17% (n = 330,000);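 active means activation at or above 40% of the spot to cytoplasm intensity ratio, with at least 20 cells analyzed; inconclusive means wells under 20 cells, flagged as cytotoxic or low count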;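 further: 0% = DMSO without peptide and 100% = 100 nM NTR1 peptide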
# Target sequence (P30989 whole entry, looked up): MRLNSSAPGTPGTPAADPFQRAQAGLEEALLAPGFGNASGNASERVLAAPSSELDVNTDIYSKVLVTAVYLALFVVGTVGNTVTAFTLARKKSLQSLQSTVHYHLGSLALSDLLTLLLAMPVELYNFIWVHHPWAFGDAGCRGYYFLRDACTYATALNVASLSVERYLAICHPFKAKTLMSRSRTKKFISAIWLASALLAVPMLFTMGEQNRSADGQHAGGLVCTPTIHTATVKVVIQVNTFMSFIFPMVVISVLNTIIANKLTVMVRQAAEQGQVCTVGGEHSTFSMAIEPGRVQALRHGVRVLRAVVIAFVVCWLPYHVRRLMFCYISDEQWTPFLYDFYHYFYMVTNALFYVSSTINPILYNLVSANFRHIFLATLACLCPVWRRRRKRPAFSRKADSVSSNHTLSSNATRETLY
# Large T inhibition = SV40 large T antigen inhibitors, biochemical (AID 1903). inhibition, % at 20 µM, or IC50 in µM where a hit was titrated. actives 0.39% (n = 310,000). SV40 large T antigen ATPase/helicase inhibition assay; higher % means a stronger effect; in the data active means a potency from the dose series; inconclusive means inhibition mostly from about 32% at the one dose, without a potency; inactive means the rest, 99 in 100 with inhibition below about 32%; further: strong numbers were not always called active
# LYP phosphatase = inhibitors of LYP phosphatase, biochemical, fluorescence intensity, uHTS (AID 1779); recombinant LYP phosphatase, fluorescence intensity; higher % means a stronger effect; one-dose inhibition, % at 11.5 µM; IC50 in µM for titrated hits; actives 0.054% (n = 290,000); in the data active means inhibition above about 50%;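 further: plate controls were vehicle with enzyme for no effect and no enzyme for full effect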
# T cell modulator = modulators of CD8 T cell-vesicle binding, primary screen, mouse 2C CD8+ T cells, flow cytometry | 2C CD8+ T cell-vesicle binding; active compounds read low | calls only at 7 µM | actives 0.068% (n = 330,000) | AID 2052, 2009;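 active means response, share of CD8 T cells binding vesicles, and their 90th percentile fluorescence all below set limits, cut at about 80% in these data, passing the limit was not always enough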
#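 Material: 2C TCR transgenic mouse naive CD8+ T cells, MACS-purified. Also added: QL9-charged Drosophila Ld/ICAM-1/B7-1 vesicles. Timing: binding 1.5 h at 37 °C. Measured by: high-throughput flow cytometry with anti-B7-1 and anti-CD8 staining. Read-out: percent CD8+ FL2 mean versus row control. Controls: Unloaded micro-vesicles (low), QL9 vesicles with 0.7% DMSO (high).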
# MgcRacGAP inhibition = MgcRacGAP GTPase-activating activity inhibitors, confirmation, biochemical, ADP Hunter fluorescence. MgcRacGAP-stimulated Rac1 GTP hydrolysis, ADP Hunter fluorescence; higher % means a stronger effect; GST-tagged Rac1 F28L mutant substrate. AID 624330, 2012. inhibition, % at 30 µM, or IC50 in µM where a hit was titrated. actives 0.6% (n = 340,000). Rac GTPase-activating protein 1 (Homo sapiens);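 active means first-screen hits whose inhibition reached a set limit at any dose in the follow-up dose series; inconclusive means inhibition above the set first-screen limit but never retested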;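 further: fluorescence reports GDP produced by GAP-driven GTP hydrolysis; strong numbers were not always called active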
# GPR55 antagonists = GPR55 antagonists blocking LPI-driven arrestin recruitment, primary screen, imaging, U2OS, beta-arrestin-GFP, LPI agonist (AID 2013). G-protein coupled receptor 55 (Homo sapiens). U2OS GPR55 beta-arrestin-GFP translocation imaging, LPI antagonism; higher % means a stronger effect. inhibition, % at 10 µM; hits with a dose series show IC50 in µM. actives 0.13% (n = 290,000);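 active means spots per cell inhibited over 60%, with over 100 cells counted and total cytoplasm intensity under 500,000; inconclusive means wells with under 100 cells, flagged as likely toxic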;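 further: U2OS cells stably carrying GPR55 and arrestin-GFP stimulated by 5 µM LPI near EC80; imaged beta-arrestin-GFP aggregate spots per cell after agonist stimulation; plate controls were LPI-stimulated DMSO wells for no effect and DMSO wells without LPI for full effect; some results filed as inactive read as strong as hits; confirmed hits need IC50 under 10 µM and bright autofluorescent wells are also inconclusive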
# GPR55 activation = GPR55 agonists via beta-arrestin recruitment, primary screen, imaging, U2OS cells, beta-arrestin-GFP redistribution (AID 1961); activation, % at 10 µM; hits with a dose series show EC50 in µM; U2OS GPR55 beta-arrestin-GFP redistribution imaging; higher % means a stronger effect; actives 0.048% (n = 290,000); G-protein coupled receptor 55 (Homo sapiens);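 active means activation above 40% with more than 50 cells counted in the well; inconclusive means wells holding fewer than 50 cells, flagged as toxic or sparse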;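 further: U2OS osteosarcoma cells stably expressing GPR55 and beta-arrestin-GFP; plate controls were DMSO negative control for no effect and LPI positive control for full effect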
# Hep lipid drop cells 6.5 µM = second read-out of Hep lipid drop, no call of its own (marks repeat the call); cell count; measured here: cell count, cytotoxicity flag;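 cells counted across two imaged fields per well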
# T cell modulator vesicle-bound % = also measured in T cell modulator; calls as there; double positive events, %; measured here: CD8+ vesicle-bound cell fraction;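 binding gate set so that unloaded-vesicle control wells show 10% double positive cells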
# NTR1 agonist cell count 20 µM = further read-out of NTR1 agonist, marked with its call; cell count; measured here: cell count, cytotoxicity flag
# An asterisk follows results filed as active; i = inactive; ? = inconclusive; · = not tested or not shown; & = joins results of further samples.
SMILES,Hep lipid drop,Hep lipid drop cells 6.5 µM,GPR35 arrestin U2OS,NTR1 agonist,NTR1 agonist cell count 20 µM,Large T inhibition,LYP phosphatase,T cell modulator,T cell modulator vesicle-bound %,MgcRacGAP inhibition,GPR55 antagonists,GPR55 activation
CCCc1[nH]nc2c1C1(C(=O)N(CC(N)=O)c3ccccc31)C(C(=O)OC)=C(N)O2 (stereo unspecified),·,·,1%,-0.7,44,8%,45%,i,49,3%,-6%,0.6%
CC(C)CCOC(=O)c1c(N)n(CC2CCCO2)c2nc3ccccc3nc12 (stereo unspecified),4,763,-4%,10,63,6%,-4%,i,41,1%,6%,-0.1%
Cc1c(Oc2cc(NN3CCCCC3)c([N+](=O)[O-])cc2[N+](=O)[O-])cccc1[N+](=O)[O-],-1,788,-7%,4.5,89,11%,-6%,i,56,9%,-12%,-0.2%
COc1ccc(OC)c(N2C(=O)NC(=O)C(CCc3ccncc3)(CCc3ccncc3)C2=O)c1,2,738,11%,-0.7,48,7%,-4%,i,34,6%,1%,-0.2%
CN(C)CCNC(=O)c1cccn(Cc2cc(C(F)(F)F)cc(C(F)(F)F)c2)c1=O,-17,631,1%,0.8,32,19%,-2%,i,44,5%,10%,-0.4%
N/C(=N/[N+](=O)[O-])N1CCN(C(=O)c2ccc(Cl)cc2)CC1,-10,721,1%,-0.3,40,4%,-4%,i,33,2%,-9%,-0.2%
COc1cc2c(cc1OC)C(C(=O)NC(C)C)C1CCCCN1C2=O (stereo unspecified),-5,675,3%,1.7,67,-1%,-8%,i,25,3%,10%,-0.3%
Nc1c(C(=O)NCC2CCCO2)c2nc3ccccc3nc2n1Cc1ccco1 (stereo unspecified),22,707,-16%,-0.3,55,19%,-13%,i,6,7%,-7%,0.5%
CC(C)CNc1c2c(nc3ccccc13)CCC2,-12,837,5%,3.6,59,3%,-12%,i,11,12%,0%,0.4%
Cc1ccnc(NS(=O)(=O)c2ccc(N=Cc3c(O)n(C)c(=O)n(C)c3=O)cc2)n1,38,724,10%,3.0,39,8%,8%,i,44,6%,-10%,0.2%
O=C(O)CCn1cc(C=C2C(=O)NC(=O)NC2=O)c(-c2ccc(Br)cc2)n1,30,651,-9%,2.7,67,30%,4%,i,30,95µM*,1%,-0.3%
CN1C2C=C(N(C(=O)c3ccc(Cl)cc3)c3ccccc3)CC1CC2 (stereo unspecified),·,·,10%,-1.2,54,-1%,-11%,i,40,11%,2%,-0.2%
CCSc1cc(C2C(C#N)=C(N)Oc3n[nH]c(C)c32)c(C)o1 (stereo unspecified),-2,634,12%,7.2,91,24%,-8%,i,29,7%,10%,0.0%
CN1Cc2c(c(C#N)c(N)n(C)c2=S)CC1(C)C,0,729,15%,-1.0,26,12%,-5%,i,47,8%,3%,-0.2%
O=P(O)(O)Cc1ccccc1OP(=O)(c1ccccc1)c1ccccc1,·,·,-4%,-0.3,43,1%,-6%,i,20,3%,32%,0.0%
COc1ccc(CN2CCCCC2c2cccnc2)cc1C (stereo unspecified),·,·,12%,0.8,52,11%,-2%,i,32,3%,-8%,0.1%
O=C1NC(=O)N(c2ccccc2)C(=O)/C1=C/c1ccc2c(c1)Cc1ccccc1-2,5,731,-12%,-1.0,64,5%,0%,i,49,·,2%,-0.3%
CCOP(=O)(OCC)C(NC(=O)c1ccccc1Cl)=C(Cl)Cl,0,765,-5%,-1.1,87,15%,-7%,i,61,12%,4%,-0.1%
Cc1c(C(=O)N2CCC3(CC2)OCCO3)sc2ncnc(N(C)c3ccccc3)c12,·,·,-18%,-0.9,63,15%,-2%,i,43,14%,-3%,0.0%
COC(=O)C1=C(c2ccc(S(C)(=O)=O)cc2)C[C@@H]2CC[C@H]1N2C(=O)NCc1ccc(F)cc1,·,·,·,-0.7,103,4%,·,i,44,6%,·,·
Cc1ccc2c(c1)N(C(=O)CCC(=O)N1CCC3(CC1)OCCO3)CC(C)O2 (stereo unspecified),0,684,16%,0.5,55,4%,-11%,i,30,8%,71%,1.5%
COC(=O)C1=C(c2ccc(S(C)(=O)=O)cc2)C[C@@H]2CC[C@H]1N2C(=O)N1CCC(C)CC1,·,·,·,-4.9,89,16%,·,i,41,10%,·,·
CCCN(CCC)C(=O)Cc1c(-c2ccc(Cl)cc2)nc2c(Cl)cc(Cl)cn12,·,·,·,5.6,50,15%,·,i,33,6%,·,·
CCN(CC)P(=O)(NC(=O)C(Cl)(Cl)Cl)N(CC)CC.[Cl-].[Cl-].[Cl-].[Nd+3],10,788,8%,1.7,81,1%,-2%,i,26,7%&5%,12%,-0.1%
Cn1cccc1CN1CCN(C(=O)COc2ccccc2)CC1,·,·,6%,0.3,39,5%,-4%,i,25,27%,12%,1.5%
Cc1onc(-c2ccccc2)c1C(=O)N1CCC2(CC1)OCCO2,-2,668,3%,-1.1,58,-1%,-9%,i,14,-6%,11%,0.0%
NC1=NC(=O)C(c2ccccc2)O1 (stereo unspecified),-8,693,5%,·,·,3%,-3%,·,·,·,-6%,-0.5%
CCOC(=O)C1C(=O)N(C)C2(C)CC1c1ccccc1O2 (stereo unspecified),·,·,-9%,-2.9,85,1%,-6%,i,53,7%,16%,0.3%
O=c1oc2ccccc2c(O)c1[C@H]1c2ccc(O)cc2Oc2c1c(=O)oc1ccccc21,-6,764,-1%,7.4,59,?,1%,i,45,22%,9%,-0.3%
COc1ccc(NC(=O)N2C[C@@H]3C[C@@H](C2)c2cccc(=O)n2C3)cc1,-3,782,-1%,-0.3,77,12%,-8%,i,22,-2%,2%,-0.2%
C/C(=C\c1ccc(N(C)C)cc1)[N+](=O)[O-],·,·,5%,53*,68*,20%,1%,i,59,5%,19%,10%
CC1CC(OC(=O)c2ccccc2)(c2ccccc2)C(C)CN1C (stereo unspecified),-27,709,-1%,0.4,70,12%,-9%,i,25,1%,7%,-0.1%
C=Cn1ccnc1P(=S)(c1ccccc1)c1nccn1C=C,-24,682,9%,-0.3,64,9%,-3%,i,33,-2%,6%,-0.2%
CC(C)(C)C(=O)c1cn(CC(=O)NCc2ccco2)c2ccccc12,-16,720,-1%,-0.5,38,3%,3%,i,29,-7%,-3%,0.0%
Cn1c(O)c(C=NC2CC(C)(C)NC(C)(C)C2)c(=O)n(C)c1=O,·,·,2%,-0.3,58,6%,3%,i,52,5%,-2%,0.0%
CCC1=Nc2cc(C(=O)N3CCC4(CC3)OCCO4)ccc2Sc2ccccc21,9,788,-22%,1.7,66,31%,-4%,i,10,10%,14%,-0.2%
C=CCN1C(=O)NC(=O)C(CCc2ccncc2)(CCc2ccncc2)C1=O,0,690,18%,1.1,50,10%,-10%,i,58,-5%,-7%,0.3%
CCN(CC)CCN=Cc1c(O)n(Cc2ccccc2)c(=O)[nH]c1=O,7&17,724&767,-13%&-8%,-0.5&-1.5,47&62,10%&11%,-7%&-8%,i,17&27,-5%&3%,-4%&2%,0.3%&-0.2%
O=C1NC(=O)C(CCc2ccncc2)(CCc2ccncc2)C(=O)N1CCc1ccc(F)cc1,-4,679,-10%,1.1,63,4%,-1%,i,35,12%,8%,-0.3%
COc1ccc(C2SCC(=O)Nc3c2c(=O)[nH]n3C2CCCCCC2)cc1OC (stereo unspecified),·,·,-6%,1.3,78,19%,-11%,i,24,7%,-10%,-0.1%
O=[N+]([O-])c1ccccc1CN1CC=C(c2ccc(F)cc2)CC1,-2,783,5%,0.5,52,4%,-6%,i,50,5%,-7%,-0.3%
CCCCNC(=O)CN1C(=O)CN=C(c2ccccc2)c2ccccc21,21,711,-3%,-1.8,60,11%,-9%,i,61,0%,-5%,0.0%
CCCCOC(=O)C1=C(N)OC2=C(C(=O)CCC2)[C@]12C(=O)Nc1ccccc12,-2,728,6%,-0.2,54,-4%,-1%,i,38,4%,7%,0.5%
N#CCCn1cc(C=C2C(=O)NC(=O)NC2=O)c(-c2ccccc2)n1,11,680,-1%,2.0,37,15%,3%,i,1,13%,-24%,-0.6%
O=c1[nH]c(=O)n(-c2ccc(F)cc2)c(O)c1C=NCCN1CCCCC1,4,689,8%,-0.6,65,3%,-8%,i,34,5%,11%,-0.1%
CCn1c(O)c(N=Nc2cccc(S(=O)(=O)N3CCOCC3)c2)c(=O)n(CC)c1=S,2,729,6%,4.7,55,14%,1%,i,22,8%,-10%,0.5%
Cc1ccc(S(=O)(=O)N[C@@H](CCCCN)C(=O)CCl)cc1,·,·,·,-2.4,49,11%,·,i,37,8%,·,·
CN(C)CCc1nn[nH]n1,-10,741,-1%,1.2,72,-1%,-2%,i,49,5%,1%,-0.1%
O=C(c1cccn2c(=O)c3ccc(Cl)cc3nc12)N1CCC2(CC1)OCCO2,·,·,4%,4.4,50,-1%,-9%,i,34,10%,5%,0.1%
CCOP(=O)(OCC)C(NC(=O)c1cccc(C)c1)C(Cl)(Cl)Cl (stereo unspecified),7,768,1%,0.2,39,0%,-7%,i,21,-1%,-9%,-0.1%
COc1cc(CN2CC3CC(C2)c2cccc(=O)n2C3)cc(OC)c1OC (stereo unspecified),-3,740,-8%,-0.1,43,·,1%,i,30,2%,3%,-0.1%

# The list is partial; the hit share may differ from the screen's.
